Screening results: PubChem BioAssay, NMMLSC
RPL19A-GFP yeast = modulators of TOR pathway RPL19A-GFP in S. cerevisiae; S. cerevisiae RPL19A-GFP strain, flow cytometry, 3 h; active compounds read low; percent response vs DMSO, % at 10 µM; AID 2025; actives 0.3% (n = 330,000);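 active = percent response vs DMSO below 50%; inconclusive = fewer than 70 events counted for the yeast strain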;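 note: median channel GFP fluorescence of the barcoded RPL19A-GFP strain; ratio of sample median GFP to plate DMSO average so 100% = DMSO; lower means less RPL19A-GFP as with rapamycin TOR inhibition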
MEP2-GFP yeast = yeast TOR pathway MEP2-GFP modulation. S. cerevisiae MEP2-GFP strain, flow cytometry GFP, 3 h; 100% = DMSO control level. GFP response vs DMSO, % at 10 µM. actives 0.51% (n = 330,000). AID 2016;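 active = GFP response versus DMSO above a set limit, roughly screen mean plus 3 SD, cut at about 180% in these data; inconclusive = fewer than 70 cells counted for a yeast strain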;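 note: median GFP fluorescence of the barcode-gated MEP2-GFP cells per well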
AGP1 TOR yeast = modulators of TOR pathway AGP1-GFP in S. cerevisiae | S. cerevisiae AGP1-GFP multiplex flow cytometry, 3 h; GFP as percent of DMSO wells | GFP response vs DMSO, % at 10 µM | actives 0.02% (n = 320,000) | AID 2066;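 active = GFP response relative to DMSO above a set limit, near screen average plus 3 SD, cut at about 150% in these data; inconclusive = fewer than 70 cells counted for the yeast strain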;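 note: median GFP channel fluorescence of the gated AGP1 strain per well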
LAP4-GFP MLPCN = yeast TOR pathway LAP4-GFP modulation; S. cerevisiae LAP4-GFP multiplex, flow cytometry GFP, 3 h; median GFP as percent of DMSO wells; GFP response vs DMSO, % at 10 µM; actives 0.34% (n = 320,000); AID 2023;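 active = GFP response vs DMSO above a set limit, about the screen mean plus 3 SD, cut at about 150% in these data; inconclusive = under 70 cell events counted for the yeast strain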
CIT2 TOR yeast = modulators of TOR pathway CIT2-GFP in S. cerevisiae; actives 0.065% (n = 320,000); GFP response vs DMSO, % at 10 µM; AID 2029; S. cerevisiae CIT2-GFP strain, flow cytometry, 3 h; 100 means same as DMSO wells;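 active = GFP response relative to DMSO above a set limit, near the screen mean plus 3 SD, cut at about 150% in these data; inconclusive = Fewer than 70 cells measured for a yeast strain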;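 note: ratio of well median GFP fluorescence to mean of DMSO wells on the plate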
VLA-4 inh = inhibition in a human VLA-4 binding assay. VLA-4 expressing cells, ligand binding flow cytometry. actives 0.2% (n = 330,000). inhibition, % (about 7 µM as worked out from the volumes in the protocol). P13612. AID 2557; in the data active = inhibition above about 50%
Target sequence (P13612 whole entry, looked up): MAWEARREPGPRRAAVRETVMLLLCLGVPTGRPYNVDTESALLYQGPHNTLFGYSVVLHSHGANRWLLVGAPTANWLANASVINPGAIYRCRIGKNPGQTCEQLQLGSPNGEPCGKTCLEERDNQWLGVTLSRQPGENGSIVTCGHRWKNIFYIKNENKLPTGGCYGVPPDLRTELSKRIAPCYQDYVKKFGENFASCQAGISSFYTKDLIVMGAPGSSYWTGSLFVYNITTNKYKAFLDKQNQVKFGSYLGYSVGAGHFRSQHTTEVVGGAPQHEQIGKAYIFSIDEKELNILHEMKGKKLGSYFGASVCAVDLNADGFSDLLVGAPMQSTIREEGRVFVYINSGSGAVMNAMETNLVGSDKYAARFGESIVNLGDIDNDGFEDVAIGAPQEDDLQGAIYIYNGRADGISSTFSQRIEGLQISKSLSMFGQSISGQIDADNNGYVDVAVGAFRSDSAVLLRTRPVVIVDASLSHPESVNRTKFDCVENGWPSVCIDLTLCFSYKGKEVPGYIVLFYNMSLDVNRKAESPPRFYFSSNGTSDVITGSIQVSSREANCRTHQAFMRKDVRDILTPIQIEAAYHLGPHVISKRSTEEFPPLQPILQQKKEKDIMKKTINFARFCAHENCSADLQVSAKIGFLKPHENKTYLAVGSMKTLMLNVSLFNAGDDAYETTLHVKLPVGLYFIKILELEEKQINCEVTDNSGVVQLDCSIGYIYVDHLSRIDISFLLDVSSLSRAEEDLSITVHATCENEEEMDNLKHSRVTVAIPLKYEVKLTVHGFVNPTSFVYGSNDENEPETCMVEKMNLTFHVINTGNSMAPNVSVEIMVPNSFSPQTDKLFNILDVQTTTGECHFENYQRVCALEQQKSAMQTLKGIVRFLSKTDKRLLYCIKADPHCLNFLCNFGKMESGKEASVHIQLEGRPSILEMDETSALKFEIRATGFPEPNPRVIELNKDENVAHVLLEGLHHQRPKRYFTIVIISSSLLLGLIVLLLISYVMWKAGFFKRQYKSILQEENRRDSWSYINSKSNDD
CR mimetic SO = caloric restriction mimetics inhibiting age-related superoxide in yeast | S. cerevisiae aged cells, superoxide DHE fluorescence; active compounds read low | superoxide response (% of plate mean), % at 10 µM | actives 0.18% (n = 330,000);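 active = superoxide response under a set limit, about three screen SD below normal, cut at about 65% in these data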;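 note: yeast aged for seven days with compound at 30 °C before DHE staining; 100% = average MFI of all compound-treated wells on the plate with controls excluded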
GRK2 aptamer HTS = inhibitors of human GRK2 displacing RNA aptamer. P25098. bead flow cytometry, FAM-aptamer displacement from GRK2. inhibition of aptamer binding, % at 10 µM. actives 0.59% (n = 330,000);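 active = inhibition of aptamer binding above 40%, roughly 3 SD of noise, on plates passing a quality check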;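 note: median bead fluorescence of bound FAM aptamer so fluorescent compounds give negative values; no value below 0 was filed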
* marks the source's active call; other numbers are inactive results; ? = inconclusive; nt = no result given.

SMILES	RPL19A-GFP yeast	MEP2-GFP yeast	AGP1 TOR yeast	LAP4-GFP MLPCN	CIT2 TOR yeast	VLA-4 inh	CR mimetic SO	GRK2 aptamer HTS
O=C(COC(=O)/C=C/c1cc(Br)ccc1F)NC1CC1	96	96	99	96	102	-7	108	0
Cc1ccc(/C([O-])=C(/C(=S)NCc2ccco2)[n+]2ccccc2)cc1[N+](=O)[O-]	101	104	103	106	98	26	91	0
Cc1ccc(C)c(NC(=O)CCN2CCN(c3ccccc3F)CC2)c1	101	100	105	95	96	-9	108	0
CCOC(=O)CSc1nnc(NC(=O)c2cccc(S(=O)(=O)N3CCCCC3)c2)s1	102	104	102	99	102	-27	115	0
Cc1ccc(CNC(=O)Cn2cnc3cc([N+](=O)[O-])ccc3c2=O)cc1	94	107	99	88	91	4	106	2
COc1ccccc1N/N=C1\COC(C)(C)CC1=O	103	104	99	102	100	11	80	2
Cc1c(Cl)c([N+](=O)[O-])nn1CCCC(=O)Nc1cccc(Cl)c1	105	98	94	93	105	4	91	0
Cc1c(C(=O)NN2CCN(C)CC2)cccc1[N+](=O)[O-]	109	103	76	91	67	6	93	4
Cc1cc(C(=O)N/N=C/c2ccccc2)c(C)o1	104	101	100	109	100	9	111	0
O=C(c1ccc(C(F)(F)F)cc1)C1CCCN(C(=O)CCc2ccncc2)C1 (stereo unspecified)	95	92	94	90	87	-4	102	0
O=C(O)C1C2C=CC(C2)C1C(=O)NC1CCN(Cc2ccccc2)CC1 (stereo unspecified)	106	98	95	98	nt	-13	86	0
CC(C)Cc1nnc(NC(=O)CCC(=O)N2CCC(C)CC2)s1	99	103	95	98	97	6	78	3
CC(=O)CCC1CC(c2ccc(Cl)cc2)=NO1 (stereo unspecified)	99	114	108	104	99	13	103	3
O=C(c1cc([N+](=O)[O-])ccc1N1CCOCC1)N1CCN(c2ccc([N+](=O)[O-])cc2)CC1	108	102	114	110	110	32	108	2
CC1=CC2=NC(=O)/C(=C/c3coc4ccc(Cl)cc4c3=O)C(=N)N2O1	94	103	100	105	86	-19	102	nt
COC(=O)c1cn(C(=O)c2ccccc2)c2ccccc12	109	101	95	105	105	6	106	3
Cn1c(SCc2ccccc2F)nc2ccccc2c1=O	101	101	105	121	101	-2	80	0
Cc1cc(C(=O)OCC(=O)Nc2ncc(C(F)(F)F)cc2Cl)c(C)o1	101	94	108	98	104	-2	78	3
Cc1ccc(C2N(c3ccc(Cl)cc3)C(=O)N3CCCN23)cc1 (stereo unspecified)	101	98	nt	nt	nt	0	98	2
CCOc1ccccc1NC(=O)Nc1cc(OC)ccc1OC	92	94	92	92	87	9	107	0
CCOC(=O)c1cn(CC(=O)Nc2ccc(OC)cc2OC)nn1	100	98	95	89	100	1	172	0
CCN(CC)S(=O)(=O)c1ccc2[nH]cc(C(=O)NCCC3=CCCCC3)c(=O)c2c1	90	93	100	96	98	-3	109	4
CCOC(=O)C1CCN(CCC(=O)Nc2ccc(C)c(C)c2)CC1	96	103	95	100	77	5	94	1
N=C(c1ccc([N+](=O)[O-])cc1)N1CCCCC1	100	103	100	104	101	6	107	0
CCCCn1c(SCC(=O)NC2CCCC2)nc2ccccc2c1=O	99	95	103	106	105	39	98	0

Next section; the last 5 above are carried over.
SMILES	RPL19A-GFP yeast	MEP2-GFP yeast	AGP1 TOR yeast	LAP4-GFP MLPCN	CIT2 TOR yeast	VLA-4 inh	CR mimetic SO	GRK2 aptamer HTS
CCOC(=O)c1cn(CC(=O)Nc2ccc(OC)cc2OC)nn1	100	98	95	89	100	1	172	0
CCN(CC)S(=O)(=O)c1ccc2[nH]cc(C(=O)NCCC3=CCCCC3)c(=O)c2c1	90	93	100	96	98	-3	109	4
CCOC(=O)C1CCN(CCC(=O)Nc2ccc(C)c(C)c2)CC1	96	103	95	100	77	5	94	1
N=C(c1ccc([N+](=O)[O-])cc1)N1CCCCC1	100	103	100	104	101	6	107	0
CCCCn1c(SCC(=O)NC2CCCC2)nc2ccccc2c1=O	99	95	103	106	105	39	98	0
Cc1cc(=O)oc2cc(OC(C)C)ccc12	101	94	103	100	97	-12	99	2
CC(C)(C)c1nc(SCC(=O)Nc2ccc3c(c2)OCCO3)c2ccccc2n1	98	106	105	97	99	-13	102	0
Cc1ccc(S(=O)(=O)NCc2ccco2)c(C)c1C	101	101	105	109	102	-8	96	0
COc1ccc(S(=O)(=O)NCc2ccccn2)cc1NC(=O)c1ccc(C)cc1	95	96	105	99	106	-2	98	2
Cc1nc2nc(CCNS(=O)(=O)c3ccc(Cl)cc3)cn2nc1C	104	102	111	102	109	5	120	2
CCOc1ccc(OCC)c(NC(=O)C2CCN(S(=O)(=O)c3cnc[nH]3)CC2)c1	?	?	?	?	?	-13	110	0
COc1cc2c(=O)n(CCC(=O)NCC3CCCO3)c(=O)n(CC(=O)Nc3ccc(F)cc3)c2cc1OC (stereo unspecified)	92	84	85	76	90	26	99	1
COc1ccc(OC)c(S(=O)(=O)N(C)CC(=O)O)c1	100	103	105	100	103	-4	94	3
Cc1ccc(C)c(-n2nnnc2Sc2nc([N+](=O)[O-])nn2C)c1	102	156	101	109	99	2	119	2
CCSc1nnc(NC(=O)C(C)(C(F)(F)F)C(F)(F)F)s1	99	97	92	111	nt	5	103	0
COc1ccc(Nc2cc(C)nc(N3CCOCC3)n2)cc1	100	97	100	106	95	1	99	0
COC(=O)CCC(=O)Oc1ccc(OC(=O)CCC(=O)OC)cc1	104	101	97	93	94	13	109	4
O=C(N/N=C/c1ccc(C(F)(F)F)cc1)c1ccc(O)cc1	97	101	103	103	102	27	106	0
CNS(=O)(=O)c1cccc(C(=O)OCC(=O)Nc2ccccc2F)c1	96	87	83	70	86	15	101	1
CC(=O)NC(Cc1ccc(F)cc1)C(=O)O (stereo unspecified)	101	99	103	98	101	12	101	1
CCc1ccccc1NC(=O)c1nnn(CC(=O)Nc2cccc(C)c2)c1N	91	87	91	85	88	23	100	4
CC1CCCN(C2=C(NS(=O)(=O)c3ccc(Br)cc3)C(=O)c3ccccc3C2=O)C1 (stereo unspecified)	101	100	102	95	112	12	269	0
CN(C)S(=O)(=O)c1ccc(S(=O)(=O)N2CCCC(C(=O)NC3CC3)C2)cc1 (stereo unspecified)	93	97	98	94	95	-1	85	1
CN1CCC(N(C)C(=O)NC2CCCCC2)CC1	99	101	119	106	115	0	91	0
Cn1ccnc1/C(=N\NC(=O)c1ccc(O)cc1)c1cccc([N+](=O)[O-])c1	103	106	109	110	109	-8	108	0
COc1ccc(OC)c(CN2CCC(C(=O)N3CCOCC3)CC2)c1	99	98	94	84	95	20	99	1
COc1cc(C)c(CN2CCSCC2)cc1C	109	109	109	101	113	0	97	0
COc1cccc(NC(=S)NCc2ccncc2)c1	101	100	95	85	97	30	96	6
COc1cccc(-n2nc(C(=O)O)c3ccccc3c2=O)c1	94	95	100	103	97	10	99	0
O=C(Nc1ccc(S(=O)(=O)N2CCOCC2)cc1)C1CC1	102	101	107	94	107	-19	98	0

Three records picked at random from the list so far:
SMILES	RPL19A-GFP yeast	MEP2-GFP yeast	AGP1 TOR yeast	LAP4-GFP MLPCN	CIT2 TOR yeast	VLA-4 inh	CR mimetic SO	GRK2 aptamer HTS
COC(=O)c1cn(C(=O)c2ccccc2)c2ccccc12	109	101	95	105	105	6	106	3
O=C(COC(=O)/C=C/c1cc(Br)ccc1F)NC1CC1	96	96	99	96	102	-7	108	0
COc1cc(C)c(CN2CCSCC2)cc1C	109	109	109	101	113	0	97	0

Compound profiles (already shown). Order of screens: RPL19A-GFP yeast	MEP2-GFP yeast	AGP1 TOR yeast	LAP4-GFP MLPCN	CIT2 TOR yeast	VLA-4 inh	CR mimetic SO	GRK2 aptamer HTS
Listed for CC(=O)CCC1CC(c2ccc(Cl)cc2)=NO1 (stereo unspecified) = 99	114	108	104	99	13	103	3
Listed for CCOc1ccccc1NC(=O)Nc1cc(OC)ccc1OC = 92	94	92	92	87	9	107	0
Listed for COc1ccc(S(=O)(=O)NCc2ccccn2)cc1NC(=O)c1ccc(C)cc1 = 95	96	105	99	106	-2	98	2
Listed for Cc1cc(C(=O)OCC(=O)Nc2ncc(C(F)(F)F)cc2Cl)c(C)o1 = 101	94	108	98	104	-2	78	3

Next compounds follow:
SMILES	RPL19A-GFP yeast	MEP2-GFP yeast	AGP1 TOR yeast	LAP4-GFP MLPCN	CIT2 TOR yeast	VLA-4 inh	CR mimetic SO	GRK2 aptamer HTS
N#C/C(=C\c1cccnc1)c1ccc(Br)cc1	118	152	87	72	120	-4	111	0
O=C(Cc1ccccc1)NCC(=O)N/N=C/c1cccs1	97	93	92	90	95	2	128	0
CC(=O)c1ccc(S(=O)(=O)NCC(=O)NC(c2nc3ccccc3[nH]2)C(C)C)cc1 (stereo unspecified)	99	101	102	96	104	6	82	2
N#Cc1c(-c2ccccc2)c(-c2ccccc2)n[nH]c1=O	89	94	100	111	104	5	94	6
Cc1ccccc1C(=O)NNC(=O)c1cccc(Br)c1	104	113	98	92	105	10	113	1
O=C(NCc1ccc(F)cc1)C1CCN(S(=O)(=O)N2CCCCC2)CC1	105	108	109	104	116	5	77	0
CC(=O)c1ccccc1C(=O)N1CCCC(CCC(=O)N2CCN(c3ccccn3)CC2)C1 (stereo unspecified)	97	100	101	101	99	1	97	2
Cc1c(C(=O)Nc2c3c(nn2C(C)(C)C)CS(=O)(=O)C3)cccc1[N+](=O)[O-]	98	100	97	96	97	10	96	0
Cc1cc(C(=O)OCC(=O)N2C(C)CCCC2C)c(C)o1 (stereo unspecified)	102	99	102	98	102	-3	103	4
Cn1nnc(C(O)CNCc2ccc(Cl)cc2)n1 (stereo unspecified)	88	108	95	106	90	7	109	0
Cc1cn(C2C=CC(CO)O2)c(=O)[nH]c1=O (stereo unspecified)	97	108	100	101	108	-7	110	1
O=C1CC2(CCN(C(=O)c3cccc(F)c3)CC2)Oc2ccccc21	99	98	104	104	111	-18	104	0
CCN(CC(=O)NCc1cccs1)C(=O)Cc1ccc(Cl)c(Cl)c1	102	103	100	98	100	-3	94	1
CCCOc1ccc(-c2nnn(CC(=O)c3c[nH]c4ccccc34)n2)cc1	97	101	99	97	96	-2	98	2
COc1cc(C(=O)Nc2nc3ccc(C)cc3s2)ccc1OCc1c(C)noc1C	99	100	109	103	106	-30	87	0
N=C(N)SCc1ncccc1O	96	95	99	104	90	-18	97	1
Cc1ccc(CN2CCN(CC(=O)N=Nc3c(O)[nH]c4ccccc34)CC2)cc1	101	99	96	90	97	0	98	0
O=C(N/N=C/c1c(O)n(-c2ccc(Cl)cn2)c(=O)c2ccccc12)C1CC1	103	105	103	96	97	0	111	4
CNC(=O)c1oc(-c2ccccc2)nc1C	94	101	96	112	85	5	106	2
O=C(OCc1ccccc1F)c1ccc2c(c1)OCCO2	90	89	84	116	79	1	90	0
COCCN(C(=O)COC(=O)c1ccccc1NCc1ccco1)c1c(N)n(Cc2ccccc2)c(=O)[nH]c1=O	99	99	106	106	101	-7	71	6
COc1cccc(NS(=O)(=O)c2ccc(OC)c(OC)c2)c1	99	99	100	104	99	1	102	0
